Compound activity from PubChem.
AID2073 = disruptors of CaV2.2 binding to Mint1 – biochemical, HTRF (AID 2073); inhibition, % at 20 µM; hits with a dose series show IC50 in µM; 290,000 tested, 0.19% active; HTRF protein-protein interaction, Mint1-CaV2.2; higher % means a stronger effect; in the data active = inhibition mostly above about 51%, no sharp cut-off; inconclusive = no clear call, values can overlap the other calls; inactive = mostly below about 53%; note: some results filed as inactive read as strong as hits
NTR1 agonist = NTR1-driven beta-arrestin-GFP spot formation – imaging, U2OS cells, high content, primary screen (AID 493036) | P30989 | agonist mode | activation, % at 20 µM | 330,000 tested, 0.17% active;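 active = activation at or above 40% of the spot to cytoplasm intensity ratio, with at least 20 cells analyzed; inconclusive = wells under 20 cells, flagged as cytotoxic or low count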;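 note: 0% = DMSO without peptide and 100% = 100 nM NTR1 peptide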
Target sequence (P30989 whole entry, looked up): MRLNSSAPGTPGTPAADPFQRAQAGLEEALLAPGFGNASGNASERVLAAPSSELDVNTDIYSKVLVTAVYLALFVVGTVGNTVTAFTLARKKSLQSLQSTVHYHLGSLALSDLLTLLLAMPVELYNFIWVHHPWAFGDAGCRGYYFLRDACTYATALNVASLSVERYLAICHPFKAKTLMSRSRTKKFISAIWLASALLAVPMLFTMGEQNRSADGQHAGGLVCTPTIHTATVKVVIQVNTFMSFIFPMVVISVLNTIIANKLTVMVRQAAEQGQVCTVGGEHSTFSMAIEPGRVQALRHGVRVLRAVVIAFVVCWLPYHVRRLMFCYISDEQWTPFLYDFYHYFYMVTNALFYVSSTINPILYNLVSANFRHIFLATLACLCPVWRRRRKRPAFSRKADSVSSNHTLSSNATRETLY
West Nile virus CPE = inhibition of WNV-induced cytopathic effect – cell-based, CPE readout (AID 1621); West Nile virus-infected cells, CPE inhibition; higher % means a stronger effect; CPE inhibition, % at 10 µM; hits with a dose series show IC50 in µM; 290,000 tested, 0.02% active; in the data active = a potency from the dose series; inconclusive = CPE inhibition mostly from about 3.7% at the one dose, without a potency; inactive = the rest, 99 in 100 with CPE inhibition below about 2.2%; note: strong numbers were not always called active
Rac1 GTP hydrolysis = MgcRacGAP GTPase-activating activity inhibitors, confirmation, biochemical, ADP Hunter fluorescence; MgcRacGAP-stimulated Rac1 GTP hydrolysis, ADP Hunter fluorescence; higher % means a stronger effect; GST-tagged Rac1 F28L mutant substrate; inhibition, % at 30 µM; hits with a dose series show IC50 in µM; 340,000 tested, 0.6% active; AID 624330;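 active = first-screen hits whose inhibition reached a set limit at any dose in the follow-up dose series; inconclusive = inhibition above the set first-screen limit but never retested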;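 note: fluorescence reports GDP produced by GAP-driven GTP hydrolysis; strong numbers were not always called active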
RSV CPE inhibition = RSV antiviral activity via CPE protection, HEp-2 cells, primary 10 µM value included (AID 2391); HEp-2 cells, RSV-induced CPE inhibition; higher % means a stronger effect; CPE inhibition, % at 10 µM, or IC50 in µM where a hit was titrated; 310,000 tested, 0.13% active; in the data active = a potency from the dose series; inconclusive = CPE inhibition mostly from about 23% at the one dose, without a potency; inactive = the rest, 99 in 100 with CPE inhibition below about 21%; note: strong numbers were not always called active
Dengue-2 NS5 capping = Dengue-2 NS5 methyltransferase inhibitors, primary screen, biochemical, confirmation dose response (AID 588689); Dengue-2 NS5 methyltransferase capping enzyme assay, biochemical; higher % means a stronger effect; one-dose inhibition, % at 25 µM; IC50 in µM for titrated hits; 340,000 tested, 0.3% active; in the data active = a potency from the dose series; inconclusive = inhibition above about 29% without an active follow-up result
Siah-1 displacement = blockers of Siah-1 interaction with plectin peptide – biochemical, fluorescence polarization, rhodamine-plectin, uHTS, primary screen (AID 1817) | one-dose displacement, % at 20 µM; IC50 in µM for titrated hits | Siah-1 / rhodamine-plectin peptide fluorescence polarization; higher % means a stronger effect | 290,000 tested, 0.02% active;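 active = displacement of at least 50% at 20 µM, with a fluorescence ratio check between 0.3 and a set limit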;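 note: plate controls were Siah plus tracer with DMSO for no effect and tracer alone without Siah for full effect; strong numbers were not always called active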
K1F lysis inhibition = inhibition of K1F phage lysis, E. coli UTI89, bacterial capsule biogenesis inhibitors, alamar blue (AID 488966); 340,000 tested, 0.02% active; E. coli UTI89 K1F phage lysis, alamar blue, 2 h; higher % means a stronger effect; one-dose inhibition, % at 100 µM; IC50 in µM for titrated hits;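 active = phage lysis inhibition, versus mean bacterial control, above a set limit; inconclusive = no clear call, values can overlap the other calls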;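 note: capsule biogenesis inhibitors block K1F phage lysis so surviving cells raise fluorescence; higher fluorescence means more inhibition of phage lysis; actives were called in the ten point dose series up to 300 µM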
SV40 large T antigen = TAg ATPase/helicase activity blockers – biochemical (AID 1903) | SV40 large T antigen ATPase/helicase inhibition assay; higher % means a stronger effect | inhibition, % at 20 µM; hits with a dose series show IC50 in µM | 310,000 tested, 0.39% active; in the data active = a potency from the dose series; inconclusive = inhibition mostly from about 32% at the one dose, without a potency; inactive = the rest, 99 in 100 with inhibition below about 32%; note: strong numbers were not always called active
NTR1 agonist cell count 20 µM = further read-out of NTR1 agonist, marked with its call; cell count; measured here: cell count, cytotoxicity flag
Dengue-2 NS5 capping pilot replicate = recorded beside Dengue-2 NS5 capping, whose call it bears; inhibition, %; measured here: pilot screen replicate inhibition
Numbers without * were called inactive; ? = inconclusive; . = not tested or not shown; [ ] = remark or other dose.

SMILES	AID2073	NTR1 agonist	NTR1 agonist cell count 20 µM	West Nile virus CPE	Rac1 GTP hydrolysis	RSV CPE inhibition	Dengue-2 NS5 capping	Siah-1 displacement	K1F lysis inhibition	SV40 large T antigen	others
COc1ccccc1OCc1nnc(SCC(=O)NCc2ccco2)n1-c1ccccc1	-6%	-0.2	51	1.4%	-3%	1.7%	-3%	-2%	0.3%	-50%
COc1ccc(-n2ncc3c2CC(C)(C)CC3NC(=O)CCc2c(C)nn(C)c2C)cc1 (stereo unspecified)	-9%	0.3	70	0.0%	5%	1.6%	-8%	3%	0.6%	19%
C#CCOCCOCCOCCNc1nc(N2CCN(C(=O)[C@H]([C@@H](C)CC)n3cc([C@@H](N)Cc4ccc(O)cc4)nn3)CC2)nc(N2CCN(C(=O)[C@H](CCCCN)n3cc([C@@H](N)C(C)CC)nn3)CC2)n1 (stereo partly specified)	-2%	-3.7	79	0.0%	26%	-1.0%	4%	9%	2.1%	10%
CC(C)Oc1ccc(C(CC(=O)NCCCN(C)C)c2ccc(F)cc2)cc1 (stereo unspecified)	4%	0.2	48	1.4%	1%	-0.3%	-4%	-1%	6.9%	18%
CC(=O)c1ccc(N2C(=O)[C@@H]3[C@H](C2=O)[C@H]2c4ccccc4C=NN2[C@@H]3C(C)=O)cc1	-5%	-0.5	36	0.1%	14%	1.2%	3%	-3%	3.0%	15%
CCOC(=O)CCSCC(=O)N1N=C(c2cccs2)CC1c1ccc(C)cc1 (stereo unspecified)	6%	1.9	35	-0.5%	2%	3.2%	0%	11%	0.4%	5%
COc1cc2[nH]c3c(N4CCN(c5ccccn5)CC4)ncnc3c2cc1OC	12%	5.7	40	.	16%	4.4%	-4%	-5%	-0.2%	9%
COc1ccc(C(=O)OCC(=O)NC(=O)NC2CCCC2)cc1[N+](=O)[O-]	.	1.6	48	.	3%	.	9%	.	1.2%	.
CCc1ccc(OCC(=O)NC(NC(=S)Nc2ccc(C)cc2C)C(Cl)(Cl)Cl)cc1 (stereo unspecified)	17%	2.2	50	-0.1%	6%	0.6%	-2%	0%	-0.3%	1%
Cc1cc(=O)n2nc(N3CCC(C(=O)NCC(C)c4ccccc4)CC3)sc2n1 (stereo unspecified)	-3%	0.1	62	0.1%	4%	-0.7%	-7%	1%	-0.1%	9%
C/C(=N/NS(=O)(=O)c1ccc(CC(C)C)cc1)c1ccncc1	-27%	1.2	63	-0.7%	24%	21%	-2%	4%	0.1%	3%
COc1ccc(CC(=O)NNC(=O)c2ccoc2C)cc1OC	6%	-0.7	50	0.0%	3%	.	-1%	-1%	1.6%	9%
Cc1cccc(N(CC(=O)NC(C)(C)C)C(=O)CCC(=O)Nc2nccs2)c1	0%	0.2	72	-1.4%	-1%	1.2%	-6%	0%	-0.6%	6%
CCN1C(=O)N(C)C2(c3ccccc3)N(C)C(=O)N(C)C12c1ccccc1 (stereo unspecified)	8%	0.5	54	0.2%	10%	0.9%	-4%	6%	-2.9%[50 µM]	0%
COC(=O)c1c(-c2ccc(OC)c(OC)c2)csc1N	48%	-2.7	89	0.3%	4%	4.2%	-2%	-4%	-2.9%	17%
Cc1ccc(CCNC(=O)CN2CCN(Cc3ccccc3F)C2=O)cc1	5%	-0.4	56	0.5%	9%	2.8%	1%	4%	-1.1%[50 µM]	-2%
CN(C)c1ccc(C(C(=O)NCC2CCCO2)N(C(=O)c2snc(C(N)=O)c2N)c2ccccc2)cc1 (stereo unspecified)	1%	-1.3	55	0.8%	8%	0.2%	-5%	0%	0.2%	8%
CC(=O)c1ccccc1NC(=O)CCNC(=O)c1ccco1	3%	1.3	54	-0.1%	4%	1.7%	-1%	0%	0.1%	-2%
CC(=O)N1CCN(Cc2nc(C(c3ccccc3)c3ccccc3)no2)CC1	-2%	1.7	80	-0.4%	2%	1.6%	-7%	3%	-0.2%	8%
CCOC(=O)N1CCC(NC(=S)Nc2ccc3nc(N4CCN(CC)CC4)cc(C)c3c2)CC1	-17%	2.3	59	-1.0%	5%	-1.3%	-7%	-11%	0.1%	25%
CN(CC(=O)Nc1cccc2ccccc12)C(=O)c1ccc(F)cc1F	.	1.0	56	.	-3%	0.8%	0%	.	0.2%[50 µM]	.
O=C(CCC1CCCC1)NNC(=O)c1ccccc1O	.	0.2	57	.	5%	2.3%	0%	.	1.0%[50 µM]	13%
CCOc1ccc(CN(C)C(=O)CNC(=O)c2ccc(Br)o2)cc1OC	18%	1.2	38	-0.1%	8%	1.4%	-2%	0%	0.0%	3%
O=C(NCC(=O)N1CCN(C(=O)c2ccco2)CC1)c1ccc(Br)cc1	6%	-0.7	59	0.1%	6%	2.6%	-2%	-4%	0.1%	-3%
CN1Cc2cccc3c2C(Cc2ccccc2S3)C1 (stereo unspecified)	3%	0.0	34	-0.8%	2%	0.2%	-7%	-3%	2.2%	26%

Reprinted from the part before: three entries, then new ones.
SMILES	AID2073	NTR1 agonist	NTR1 agonist cell count 20 µM	West Nile virus CPE	Rac1 GTP hydrolysis	RSV CPE inhibition	Dengue-2 NS5 capping	Siah-1 displacement	K1F lysis inhibition	SV40 large T antigen	others
CCOc1ccc(CN(C)C(=O)CNC(=O)c2ccc(Br)o2)cc1OC	18%	1.2	38	-0.1%	8%	1.4%	-2%	0%	0.0%	3%
O=C(NCC(=O)N1CCN(C(=O)c2ccco2)CC1)c1ccc(Br)cc1	6%	-0.7	59	0.1%	6%	2.6%	-2%	-4%	0.1%	-3%
CN1Cc2cccc3c2C(Cc2ccccc2S3)C1 (stereo unspecified)	3%	0.0	34	-0.8%	2%	0.2%	-7%	-3%	2.2%	26%
Cc1c(O)ccc(C(=O)CN2CCN(Cc3ccc4c(c3)OCO4)CC2)c1O	-3%	.	.	-1.1%	-11%	0.2%	0%	5%	5.9%	9%
CCC(CC)COC(=O)C1=C(C)NC(=O)NC1c1cc(OC)ccc1OC (stereo unspecified)	13%	0.3	62	-1.7%	10%	5.3%	-9%	-4%	-0.3%	1%
COc1ccc(CNC(=O)CN2C(=O)NC3(CCCCCCC3)C2=O)cc1	.	0.6	49	.	7%	.	4%	.	1.0%	.
CCOC(=O)CSc1cc(C)nc2ccc(OC)cc12	2%	-0.8	69	0.2%	11%	-1.9%	-3%	15%	0.7%	15%
O=C(NCCC1=CCCCC1)c1coc(=O)c(Br)c1	0%	-2.4	88	12%	7%	-2.2%	-2%	0%	0.3%	5%
COc1ccccc1CNC(=O)Cn1c(=O)oc2cc(Cl)ccc21	12%	3.9	43	-0.2%	10%	0.4%	4%	9%	0.6%	4%
C=CCC1(CC=C)CCCN1C(=O)CC1C(=O)NCCN1Cc1ccccc1OC (stereo unspecified)	-11%	0.1	42	-0.9%	-6%	0.8%	1%	2%	-1.2%	16%
O=C(NNc1cccc(Cl)n1)c1c(F)cccc1F	3%	-1.7	83	0.6%	4%	-1.1%	3%	4%	0.4%	28%
COc1ccc(C(C)=O)cc1COC(=O)c1ccc(C)c(S(=O)(=O)N2CCOCC2)c1	.	5.4	51	.	-3%	2.4%	1%	.	0.1%[50 µM]	.
CCCCCCN1C=CC(=C2C(=O)c3ccccc3C2=O)C=C1	4%	0.8	32	-0.7%	3%	-2.0%	15%	-8%	-0.3%	3%
COc1ccc(-c2nnc(SC(=O)N3c4ccccc4Sc4ccccc43)o2)cc1	17%	8.2	49	-0.7%	?	-0.3%	-8%	1%	-2.5%	34%
Cc1csc(NC(=O)c2ccc3c(=O)n4c(nc3c2)CCCCC4)n1	3%	-0.2	77	0.0%	13%	2.1%	-6%	-4%	-0.1%	-5%
COc1ccc(C(=O)c2ccc(N3CCN(C4CC(=O)NC4=O)CC3)cc2)cc1F (stereo unspecified)	9%	-1.3	43	0.1%	10%	2.9%	-1%	-6%	0.3%	-4%
Cc1ccc2nc(-c3ccccn3)cc(C(=O)NC3CCN(C)CC3)c2c1	4%	.	.	0.1%	.	.	.	-1%	.	7%
CN(C)c1ccc(NC(=O)c2cccc([N+](=O)[O-])c2)c2ccccc12	-7%	-0.2	66	-1.1%	15%	1.7%	7%	3%	0.4%	16%	Dengue-2 NS5 capping pilot replicate=3.3
CCOC(=O)c1cc(-c2cccs2)nn1CCC#N	0%	0.6	60	.	7%	1.1%	-2%	-4%	2.7%	8%
Nc1ncc(-c2cc3ccccc3oc2=O)s1	?	1.3	88	-0.2%	13%	1.9%	-4%	0%	-3.2%	11%
CCCCCCC(=O)Nc1nc(C)c(-c2csc(Nc3cc(Cl)ccc3OC)n2)s1	12%	7.9	81	0.4%	4%	18%	-23%	-1%	-0.8%	6%
Cc1nc(SCc2ccccc2)c(C(F)(F)F)c(=O)[nH]1	-4%	0.5	62	0.4%	6%	?	5%	0%	-1.1%	20%
Cc1cc(C)cc(C(=O)Oc2coc(CSc3nnc(NC(=O)C4CC4)s3)cc2=O)c1	6%	8.8	44	.	0%	-0.6%	1%	1%	-0.9%	6%
C/C(=N\NC(=O)CCC(=O)NCc1ccccc1)c1ccc([N+](=O)[O-])cc1	.	2.2	38	.	0%	.	-3%	.	-0.4%	.
CC(=O)Nc1ccccc1C(=O)C(=O)Nc1cccc(C(=O)NCC2CCCO2)c1 (stereo unspecified)	-8%	0.4	61	-0.3%	7%	0.9%	-6%	-7%	0.5%	-2%
COc1ccc(S(=O)(=O)N2CCCOC2CNC(=O)C(=O)NCc2ccccn2)cc1 (stereo unspecified)	6%	1.2	63	-0.2%	6%	0.3%	-3%	0%	0.2%	24%
CCCCNC(=O)Nc1ccccc1CC	4%	-1.2	50	-0.3%	8%	-0.6%	-7%	2%	0.1%	-18%
COCC(C)OC(=O)c1c(N)n(CC(C)C)c2nc3ccccc3nc12 (stereo unspecified)	25%	-0.3	103	0.8%	0%	1.8%	12%	0%	-0.6%	0%
COc1ccc(/C=N/NC(=O)Cc2ccc(Cl)cc2)cc1OC	-8%	-0.1	81	-0.4%	10%	1.1%	-4%	8%	0.0%	6%
COc1ccc(N2C(=O)N3[C@H](c4ccc(Cl)cc4)[C@@H]4C(=O)N(C5CCCCC5)C(=O)[C@@H]4[C@]3(C)C2=O)cc1	8%	1.7	45	-0.8%	4%	11%	0%	-1%	3.8%	5%
CCn1cc(C(C)(C)C)c(C#N)c1NC(C)=O	0%	0.6	66	0.3%	4%	2.1%	0%	10%	0.1%	19%
Cc1ccc2c(c1)C1CN(C)CCC1N2S(=O)(=O)c1ccc(Oc2ccc([N+](=O)[O-])cc2)cc1 (stereo unspecified)	22%	2.2	110	-0.7%	0%	-1.3%	-5%	0%	8.0%	3%
